MrgX1 agonist: agonists of human MrgX1 receptor, primary screen, HEK293 cells, Fluo-4 calcium flux. Mas-related G-protein coupled receptor member X1 (Homo sapiens), Q96LB2. B-score at 10 µM. Fluo-4 calcium fluorescence, agonist mode; hits give high values. 310,000 tested, 0.44% active. AID 588627, 2011;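 active = calcium response B-score plate-corrected fluorescence ratio at least 3 library SD, with starting fluorescence B-score inside 5 SD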
Target sequence (Q96LB2 whole entry, looked up): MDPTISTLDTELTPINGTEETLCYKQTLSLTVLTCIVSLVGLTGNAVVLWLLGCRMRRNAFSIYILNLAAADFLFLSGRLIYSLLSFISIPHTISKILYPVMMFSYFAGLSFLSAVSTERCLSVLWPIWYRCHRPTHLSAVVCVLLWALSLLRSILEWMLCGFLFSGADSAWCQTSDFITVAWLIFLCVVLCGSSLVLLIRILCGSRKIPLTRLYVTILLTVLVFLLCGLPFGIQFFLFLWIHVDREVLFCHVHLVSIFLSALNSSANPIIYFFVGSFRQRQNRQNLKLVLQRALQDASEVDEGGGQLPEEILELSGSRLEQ
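times = overnight plating, then 30 min 37 °C plus 30 min room-temperature dye loading | assay system = stable human MrgX1 HEK293 cell line | input = fifteen thousand cells per well | signal = kinetic calcium dye fluorescence, Fluo-4 NW | dosing = compound delivered in addition one of three | read-out = B-scored fluorescence response ratio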
ANO1 activ: TMEM16A chloride channel activators or potentiators, primary screen, cell-based, HTS. Anoctamin-1 (Mus musculus), Q8BHY3. HEK293 TMEM16A/YFP-H148Q/I152L, iodide quench fluorescence; hits give low values. B-score at 10 µM. 340,000 tested, 0.3% active;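 active = fluorescence-ratio B-score plate-corrected deviation score at least 3 library SD below zero, with starting fluorescence score within 5 deviations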;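 also: channel opened by trigger with iodide after compound preincubation; score built on the fluorescence ratio of max minus min over baseline; more negative score means more quench and so TMEM16A activation or potentiation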
KCNQ1 pot: potentiators or activators of KCNQ1 channel, primary screen, cell-based, thallium flux, high-throughput; Potassium voltage-gated channel subfamily KQT member 1 (Homo sapiens), P51787; CHO-K1 KCNQ1, thallium flux FluxOR fluorescence; hits give high values; B-score at 10 µM; 310,000 tested, 0.35% active;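 active = fluorescence ratio B-score, a plate-corrected score, at least three library SD, with initial intensity B-score within 5 SD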
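assay system = CHO-K1 cells stably expressing KCNQ1 | medium = assay buffer, equal DMSO in all wells | timing = 37 °C overnight plating, 90-min dark dye load, 20-min compound pretreatment | measured by = kinetic FluxOR thallium fluorescence, 10-s 1-Hz baseline, 110-s post-stimulus read | measure = fluorescence change relative to baseline, converted to B score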
KCNK3 inh: human KCNK3 channel inhibitors, primary screen, CHO cells, FluxOR thallium flux, B-score; FluxOR fluorescence; hits give low values; B-score at 10 µM; 340,000 tested, 0.84% active; AID 602410, 2012;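 active = B-score under library mean minus 4 SD, starting fluorescence ratio at most library mean plus 5 SD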;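 also: more negative B-score means stronger inhibition of thallium flux through KCNK3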
TMEM16A inh: TMEM16A chloride channel inhibitors, primary screen, cell-based, HTS; Anoctamin-1 (Mus musculus), Q8BHY3; HEK293 TMEM16A/YFP iodide influx fluorescence, ionomycin; normalized B-score (activity score, 25-100; higher = stronger inhibition) at 10 µM; 310,000 tested, 1.2% active;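 active = ratio plate-corrected score three or more library SD toward inhibition, starting fluorescence score within five deviations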;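 also: score derived from kinetic fluorescence span divided by baseline fluorescence per well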
MrgX1 allo act: positive allosteric modulators of MrgX1, primary screen, HEK293 cells, Fluo-4 calcium flux; Mas-related G-protein coupled receptor member X1 (Homo sapiens), Q96LB2; FDSS; hits give high values; B-score at 10 µM; 310,000 tested, 0.63% active; AID 588675, 2011;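 active = plate-corrected calcium response at least 3 library SD above typical, normal starting fluorescence, not activating the receptor alone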;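 also: compound read alongside a low EC10 to EC30 dose of BAM8-22 agonist; peak minus trough fluorescence over baseline measured at the second addition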
KCNQ1 block: inhibitors of human KCNQ1 channel, primary screen, cell-based, thallium flux, high-throughput. AID 2642, 2010. 310,000 tested, 1.3% active. CHO-K1 KCNQ1, FluxOR thallium flux fluorescence; hits give high values. Potassium voltage-gated channel subfamily KQT member 1 (Homo sapiens), P51787. B-score at 10 µM;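 active = compounds whose thallium flux B-score, printed positive for inhibition, exceeds three library SD while starting fluorescence stays within three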;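 also: channel opened by potassium depolarization with thallium stimulus after 20 min compound exposure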
RGS4 block: RGS4 inhibitors, primary screen, cell-based, HEK293 M3R inducible RGS4, calcium flux. AID 463165, 2010. 310,000 tested, 0.45% active. Fluo-4 calcium flux; hits give high values; triggered by carbachol at its EC20. B-score at 10 µM. Regulator of G-protein signaling 4 (Homo sapiens), P49798;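 active = B-score, a plate-corrected calcium signal, over three deviations above library mean, with baseline fluorescence within five deviations of library mean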;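 also: RGS4 expression induced by doxycycline in cells with stable M3 receptor; B-score is computed from the integrated fluorescence ratio over baseline after carbachol; higher B-score means a larger calcium signal and so more RGS4 inhibition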
Target sequence (P49798 whole entry, looked up): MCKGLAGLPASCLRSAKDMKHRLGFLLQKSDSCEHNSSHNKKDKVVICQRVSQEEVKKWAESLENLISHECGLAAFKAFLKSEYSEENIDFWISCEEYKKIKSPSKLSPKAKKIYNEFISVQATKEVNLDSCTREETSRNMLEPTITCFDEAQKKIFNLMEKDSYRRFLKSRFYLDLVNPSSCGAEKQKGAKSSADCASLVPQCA
hERG protect: hERG rescue from dofetilide block, primary screen, cell-based, CHO-hERG, FluxOR thallium flux, dofetilide IC70; 310,000 tested, 0.51% active; activation (rescue from dofetilide block), less the hit threshold, % at 10 µM; dofetilide IC70 present;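 active = activation above the mean of controls blocked by dofetilide plus 5 SD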;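 also: thallium influx through hERG after potassium depolarization seen as dye fluorescence rise; in these data hits start at about 4.7%; inactives centre near -7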
KCNK9 inh: KCNK9 potassium channel inhibitors, primary screen, HEK293 cells, thallium flux. Potassium channel subfamily K member 9 (Homo sapiens), Q9NPC2. FluxOR thallium flux fluorescence; hits give low values. 310,000 tested, 1.2% active. B-score at 10 µM;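 active = ratio B-score over 3 SD below the library mean, with starting fluorescence within 5 SD of its mean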;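 also: negative B-score means less thallium flux so channel inhibition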
Target sequence (Q9NPC2 whole entry, looked up): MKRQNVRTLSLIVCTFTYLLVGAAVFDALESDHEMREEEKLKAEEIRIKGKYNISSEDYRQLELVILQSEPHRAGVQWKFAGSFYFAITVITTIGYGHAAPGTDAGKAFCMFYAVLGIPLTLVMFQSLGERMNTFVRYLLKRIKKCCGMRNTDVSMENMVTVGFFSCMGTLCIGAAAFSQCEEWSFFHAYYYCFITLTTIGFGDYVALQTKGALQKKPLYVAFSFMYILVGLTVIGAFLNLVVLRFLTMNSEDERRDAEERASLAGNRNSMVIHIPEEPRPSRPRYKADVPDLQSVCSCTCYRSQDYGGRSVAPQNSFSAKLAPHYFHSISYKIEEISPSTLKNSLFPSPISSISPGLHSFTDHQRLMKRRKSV
RGS4 act: RGS4 potentiators or activators, primary screen, cell-based, HEK293 M3R inducible RGS4, calcium flux. carbachol calcium flux Fluo4; hits give low values. B-score at 10 µM. 310,000 tested, 0.92% active;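 active = B-score of the integrated calcium signal more than 4 SD below the library mean, with starting fluorescence not abnormally high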;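 also: negative B-score means reduced calcium response which marks RGS4 activation or potentiation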
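Material: Inducible-RGS4 HEK293 cells carrying M3 receptor; also added: carbachol at ECmax as muscarinic agonist stimulus; incubation: compound preincubation 20 min at room temperature before agonist; signal: Fluo4-AM (2 µM) calcium-flux fluorescence, kinetic read; measure: integrated calcium ratio converted to B score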
An asterisk follows results filed as active; i = inactive; · = no result given.

Second line of a record – KCNQ1 block | RGS4 act | KCNQ1 pot | TMEM16A inh | hERG protect | KCNK3 inh | KCNK9 inh | ANO1 activ | MrgX1 allo act | MrgX1 agonist | RGS4 block
COc1ccc(NC(=O)CSc2nnc(-c3ccccc3C)n2N)cc1
 : i | i | i | i | -9 | i | i | i | i | i | i
O=C1CC(N2CCN(c3ccc(F)cc3)CC2)C(=O)N1Cc1ccccc1 (stereo not drawn)
 : i | i | i | i | -7 | i | i | i | i | i | i
CCn1c(=NC(=O)c2ccc(N3C(=O)CCC3=O)cc2)sc2c(OC)ccc(OC)c21
 : i | i | i | i | -9 | i | i | i | i | i | i
COc1cc(CNc2ccc(O)cc2)cc(Br)c1OCc1ccccc1
 : i | i | i | i | -22 | i | i | i | i | i | i
COc1ccc2c(c1)c1nnc(SCC(=O)NC3CC3)nc1n2C
 : i | i | i | i | -1 | i | i | i | i | i | i
CC(=O)Nc1cccc(NC(=O)C(F)(F)F)c1
 : i | i | i | i | -22 | i | i | i | i | i | i
Cc1ccc(S(=O)(=O)NN=C2CCC(C(C)(C)C)CC2)cc1[N+](=O)[O-] (stereo not drawn)
 : i | i | i | i | -6 | i | i | i | i | i | i
CC(C)(C)NC(=O)C(=O)NN=C1CCCCCCC1
 : i | i | i | i | -18 | i | i | i | i | i | i
CCOc1ccc(-c2nc(CN(Cc3ccccc3)C[C@@H]3CCC(=O)N3)c(C)o2)cc1
 : i | i | i | i | -12 | i | i | i | i | i | i
NNC(=O)c1ccc2nc(-c3ccc(Br)cc3)cn2c1
 : i | i | i | i | -13 | i | i | i | i | i | i
O=S(=O)(Nc1nc2ccccc2s1)c1ccc(Br)s1
 : i | i | i | 100* | -7 | i | i | i | 7.2* | i | i
CN(C)c1ncc(S(=O)(=O)c2ccccc2)c(-c2ccccc2Cl)n1
 : i | i | i | 100* | -16 | i | i | i | i | i | i
COc1ccc(C(=O)CSc2nccn2C)cc1
 : i | i | i | i | 1 | i | i | i | i | i | i
COc1cc2nc(NC(=O)c3ccc(F)cc3Cl)sc(=O)c2cc1OC
 : i | i | i | i | -1 | i | i | i | i | i | i
CCOC(=O)N1CCN(Cc2nc(CC3CC3)no2)CC1
 : i | i | i | i | -9 | i | i | i | i | i | i
CN(c1ccc(C(=O)NCCSCc2ccco2)cc1)S(C)(=O)=O
 : i | i | i | i | -5 | i | i | i | i | i | i
Cc1c(C(=O)NCCc2ccccc2)oc2ccccc12
 : i | i | i | i | -7 | i | i | i | i | i | i
COC(=O)CCN1CCc2cc(N=Nc3ccc([N+](=O)[O-])cc3)ccc21
 : i | i | i | i | -5 | i | i | i | i | i | i
Cc1c(C(=O)N(CCO)Cc2ccccc2)oc2c(F)cccc12
 : i | i | i | i | -22 | i | i | i | i | i | i
O=C1C=C(c2cccs2)CC(c2cccs2)C1n1cnc([N+](=O)[O-])c1 (stereo not drawn)
 : i | i | i | i | -5 | i | i | i | i | i | i
CCOc1ccc(C(=O)Nc2ccccc2-c2ccccc2)cc1Cl
 : i | i | i | i | -7 | i | i | i | i | i | i
Cc1ccc2cc(S(=O)(=O)NCCC(=O)O)ccc2c1
 : i | i | i | i | -7 | i | i | i | i | i | i
O=C(NCC1CCCO1)/C(=C\c1cccs1)NC(=O)c1ccccc1 (stereo not drawn)
 : i | i | i | i | -11 | i | i | i | i | i | i
CC(=O)c1c(C)cc(C)c(CSc2nc(C)cc(=O)[nH]2)c1C
 : i | i | i | i | -2 | i | i | i | i | i | i
CCN1C(=O)[C@@H]2[C@@H](c3ccc(-c4ccc(F)cc4)cc3)N3CCCC[C@@]3(C(=O)OC)[C@@H]2C1=O
 : i | i | i | i | -2 | i | i | i | i | i | i
COc1ccc(N=C2CCCN2CC(N)=O)cc1
 : i | i | i | i | -14 | i | i | i | i | i | i
Cc1cc(C)n2nc(C(=O)N/N=C/C=C/c3ccccc3)nc2n1
 : i | i | i | i | -9 | i | i | i | i | i | i
CCOc1ccc(CCNC(=O)Cc2ccc(NC3=NC4CS(=O)(=O)CC4S3)cc2)cc1OCC (stereo not drawn)
 : i | i | i | i | -5 | i | i | i | i | i | i
COc1cc(CNCCCN2CCOCC2)c(Br)cc1OC(C)C
 : i | i | i | i | -2 | i | i | i | i | i | i
C/C(=N\NC(N)=S)c1cccnc1
 : i | i | i | i | -1 | i | i | i | i | i | i
O=C(Nc1cccc2ccccc12)N1CCN(c2ccc(F)cc2)CC1
 : i | i | i | i | -1 | i | i | i | i | i | i
CN(C)CCCn1c(NCc2ccc3c(c2)OCO3)nc2ccccc21
 : i | i | i | i | -11 | i | i | i | i | i | i
Cc1ccc2cc(/C=N/NC(=O)c3ccc(F)cc3)c(Cl)nc2c1
 : i | i | i | i | -4 | i | i | i | i | i | i
COC(=O)C1=C(C)N(Cc2ccc(OC)c(OC)c2)C(=O)C1
 : i | i | i | i | -8 | i | i | i | i | i | i
Cc1nc(NC(=O)c2cccc(Cl)c2)sc1-c1csc(Nc2cccc(Cl)c2)n1
 : i | i | i | i | -12 | · | i | · | i | i | i
N#CCSc1nc2ccccc2c(=O)n1CCCC(=O)NCc1ccco1
 : i | i | i | i | -6 | i | i | i | i | i | i
CCOC(=O)C(=O)C1C(=O)Nc2ccccc21 (stereo not drawn)
 : i | i | i | i | -5 | i | i | i | i | i | i
CC(=O)OCC1OC(c2ccccc2)C(OC(C)=O)C(OC(C)=O)C1OC(C)=O (stereo not drawn)
 : i | i | i | i | -10 | i | i | i | i | i | i
O=C1c2ccccc2C(Nc2ccc(F)cc2F)N1CCN1CCOCC1 (stereo not drawn)
 : i | i | i | i | -8 | i | i | i | i | i | i
O=[N+]([O-])c1cccc(C2Nc3cccc4cccc(c34)N2)c1
 : i | i | i | i | -5 | i | i | i | i | i | i
CC(=O)OC1CC[C@@]2(C)C(CCC3C2CC(=O)[C@@]2(C)C3CC3CC(C)=CC(=O)C32)C1 (stereo partly drawn)
 : i | i | i | i | -4 | i | i | i | i | i | i
COc1ccc(-n2nnnc2SCC(=O)Nc2nnn(C)n2)cc1
 : i | i | i | i | -5 | i | i | i | i | i | i
O=C(NC(=S)N1CCCCC1c1cccnc1)c1ccccc1 (stereo not drawn)
 : i | i | i | i | -6 | i | i | i | i | i | i
CCOC(=O)c1ccc(COC(=O)CNC(=O)CNC(=O)c2ccc(OC)cc2)o1
 : i | i | i | i | -13 | i | i | i | i | i | i
CCc1c(C)nc2c(-c3ccccc3)c(C)[nH]n2c1=O
 : i | i | i | i | 1 | i | i | i | i | i | i
Cc1ccc(NC(=O)CSc2nnc(-c3cc(C)on3)o2)cc1
 : i | i | i | i | -9 | i | i | i | i | i | i
CCOc1ccc(-n2nc3ccc(NC(=O)c4ccc5c(c4)OCCO5)cc3n2)cc1
 : i | i | i | i | -3 | i | i | i | i | i | i
C=CCC(C(=O)OC)(C(=O)OC)c1ccccc1[N+](=O)[O-]
 : i | i | i | i | -2 | i | i | i | i | i | i
COCCn1cnc2c1c(=O)[nH]c(=O)n2Cc1ccccc1
 : i | i | i | i | 4 | i | i | i | i | i | i
Cc1ccc(NC(=O)CC2S/C(=N/N=C3/NC(=O)CS3)NC2=O)cc1 (stereo not drawn)
 : i | i | i | i | -10 | i | i | i | i | i | i
O=C(CNC(=O)Cn1ccc2ccccc2c1=O)NCCCN1CCCCCC1
 : · | · | · | i | · | i | · | i | i | i | ·
CC(=O)c1cccc(NC(=O)CC2S/C(=N/N=C/c3ccccc3)NC2=O)c1 (stereo not drawn)
 : i | i | i | i | -7 | i | i | i | i | i | i
CC(C)C[C@H]1CN=C(Nc2ccccc2)N1CCCC1CCCC1
 : i | i | i | i | -18 | i | i | i | i | i | i
C[C@@H](C(=O)Nc1ccc2c(c1)OCCO2)n1nnc2ccccc2c1=O
 : i | i | i | i | -8 | i | i | i | i | i | i
CCCCn1c(N)c(N(CC(C)C)C(=O)c2cc(C)nc3ccccc23)c(=O)[nH]c1=O
 : i | i | i | i | -11 | i | i | i | i | i | i
COc1cccc(NC(=O)CCC2CCN(C(=O)C3CC=CCC3)CC2)c1 (stereo not drawn)
 : i | i | i | i | -5 | i | i | i | i | i | i
O=S(=O)(NC1=NCCCCC1)c1ccc(F)cc1
 : i | i | i | i | -12 | i | i | i | i | i | i
CCN(CC)S(=O)(=O)c1ccc(OC(C)C)c(NC(=O)C2=COCCO2)c1
 : i | i | i | i | -13 | i | i | i | i | i | i
Cc1c(N=C/C=C/c2ccccc2)cnn1C
 : i | i | i | i | -3 | i | i | i | i | i | i
C=CCSC1=NNC(c2ccc(C(C)(C)C)cc2)=NN1
 : i | i | i | i | -7 | i | i | i | i | i | i
O=C(O)C1CCC(=O)N1Cc1ccc(F)cc1 (stereo not drawn)
 : i | i | i | i | -3 | i | i | i | i | i | i
COCCCn1nnnc1SCC(=O)N1CCN(C(=O)c2ccco2)CC1
 : i | i | i | i | -19 | i | i | i | i | i | i

Ordered by count of non-hydrogen atoms (smallest number first): 3 of the compounds above
Second line of a record – KCNQ1 block | RGS4 act | KCNQ1 pot | TMEM16A inh | hERG protect | KCNK3 inh | KCNK9 inh | ANO1 activ | MrgX1 allo act | MrgX1 agonist | RGS4 block
Cc1c(N=C/C=C/c2ccccc2)cnn1C
 : i | i | i | i | -3 | i | i | i | i | i | i
Cc1ccc(NC(=O)CC2S/C(=N/N=C3/NC(=O)CS3)NC2=O)cc1 (stereo not drawn)
 : i | i | i | i | -10 | i | i | i | i | i | i
CCCCn1c(N)c(N(CC(C)C)C(=O)c2cc(C)nc3ccccc23)c(=O)[nH]c1=O
 : i | i | i | i | -11 | i | i | i | i | i | i
